Compound activity (PubChem)
human PMI inhibitors: human PMI inhibitors, high substrate, primary screen, biochemical, fluorescence intensity, high mannose 6-phosphate (AID 1220); Mannose-6-phosphate isomerase (Homo sapiens); recombinant PMI enzyme, coupled fluorescence intensity; higher % means a stronger effect; one-dose inhibition, % at 20 µM; IC50 in µM for titrated hits; hit rate 0.66% among 190,000
Dynein cargo inh: inhibitors of GR-EGFP nuclear translocation, primary screen, dynein cargo transport inhibitor project, imaging, high-content, 3617.4 mouse cells. z-score, hits read low. test concentration mostly 20 µM; stimulated with dexamethasone, 1 µM; active compounds read low. AID 1381, 2008. hit rate 0.47% among 220,000;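 active means plate z-score of nuclear minus cytoplasmic receptor signal below a set negative limit, without overly bright fluorescence or cell loss, cut at about -3.5 in these data, passing the limit was not always enough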;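 further: z-score of nuclear minus cytoplasmic ring GR-EGFP intensity difference per well; some compounds called inactive have numbers as strong as hits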
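Buffer or medium: Induction medium lacking tetracycline, stripped serum | Also added: Dexamethasone agonist, 1.0 µM final, for 30 min | Timing: 48 h induction, 1 h compound, 30 min dex at 37 °C | Detection: Formaldehyde fixation, Hoechst nuclear stain, 10x automated fluorescence imaging | Measure: Nuclear versus cytoplasmic GR-EGFP signal, averaged per well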
WT yeast gro inh: growth inhibition of WT strain, primary screen, mitochondrial fusion inhibitor project, WT and mutant strains, chemical genetic; hit rate 2.1% among 190,000; AID 1362, 2008; mitochondrial fusion phenotypic screen; inhibition, % at 10 µM; in the data active means inhibition above about 58%; tested in S. cerevisiae
Ins promoter up: insulin promoter activators in MIN6 cells, imaging, high-content screening, mouse beta cells; MIN6 insulin promoter-GFP reporter; active compounds read high; z-score at 5 µM; AID 1625, 2009; hit rate 0.3% among 190,000;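 active means z-score above 3 at 5 µM with at least 500 cells counted in the well; inconclusive means wells under 500 cells, flagged as cytotoxic or low count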
Autophagy mod: autophagy modulators in MEF cells, primary screen, imaging, high-content, MEF GFP-LC3 | MEF GFP-LC3 puncta imaging; test concentration mostly 10 µM | hit rate 0.98% among 190,000 | calls only at 10 µM (by protocol) | AID 463193, 2010;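 active means percentage of spot-positive cells more than 3 SD above its plate mean, without a fluorescence outlier flag or 80% toxicity; inconclusive means no clear call, values can overlap the other calls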;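 further: spot-positive cell cutoff set from DMSO-treated cells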
MT stabilizer: microtubule stabilizers in HeLa cells, primary screen, imaging, high-content imaging; HeLa tubulin immunostaining HCS, 24 h; share of cells brighter than vehicle mean+2SD; % tubulin-high responders, % at 10 µM; hit rate 0.83% among 200,000; AID 2205, 2009;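 active means plate Z-score above 3 for both tubulin-high and condensed-nucleus cell shares, with cell loss under 80%, at 10 µM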;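 further: anti alpha tubulin signal scored within the nucleus-defined area of each cell; some results filed as inactive read as strong as hits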
Yfh1-depleted yeast: enhancers of respiration in Yfh1-depleted yeast, dose response, Friedreich's ataxia, plus single-dose screen (AID 1465). one-dose fold induction at 50 µM; EC50 in µM for titrated hits. hit rate 0.074% among 220,000. S. cerevisiae Yfh1-off respiration, WST-1 reduction, 72 h; higher fold induction means a stronger effect;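 active means fold induction of absorbance versus untreated yeast above a set limit, then at least 30% activation at any dose in follow-up; inconclusive means repeats straddling the limit, or above it without dose testing; inactive means fold induction below the set limit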;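 further: activators that raise dye reduction in frataxin-depleted yeast; strong numbers were not always called active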
human PMI inhibition: inhibitors of human PMI, primary screen, biochemical, fluorescence intensity, coupled assay (AID 1209); Mannose-6-phosphate isomerase (Homo sapiens); purified PMI enzyme, coupled fluorescence intensity; higher % means a stronger effect; one-dose inhibition, % at 20 µM; IC50 in µM for titrated hits; hit rate 0.42% among 190,000;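 further: plate controls were DMSO vehicle for no effect and wells lacking substrate for full effect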
bCat nuc transl: modulators of beta-catenin nuclear translocation, primary screen, imaging, HeLa cells, immunofluorescence, high-content. AID 1665, 2009. nuclear translocation activity, % at 5 µM. hit rate 0.3% among 190,000;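 active means nuclear translocation activity above 50% at 5 µM, with a well cell count of 50 or more; inconclusive means wells under 50 cells across six images, flagged as toxic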;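 further: per-cell ratio of nuclear to cytoplasmic median beta-catenin stain intensity; plate controls were DMSO negative control for no effect and GSK-3 inhibitor IX positive control for full effect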
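Technique: fluorescence imaging of beta-catenin antibody stain plus DAPI / Material: human HeLa cell line / Incubation: compound treatment 24 h, 37°C, 5% CO2 / Read-out basis: % activation of per-cell nuclear versus cytoplasmic median beta-catenin signal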
WT yeast gro inh mutant strain: second read-out of WT yeast gro inh, no call of its own (marks repeat the call); inhibition, %; mitochondrial fusion phenotypic screen, mutant strain inhibition
Dynein cargo inh cytoplasmic EGFP: second read-out of Dynein cargo inh, no call of its own (marks repeat the call); z-score; measured here: cytoplasmic GR-EGFP intensity; active compounds read high
Dynein cargo inh nuclear GR-EGFP: second read-out of Dynein cargo inh, no call of its own (marks repeat the call); z-score; measured here: nuclear GR-EGFP intensity;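 lower value marks the stronger effect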
Dynein cargo inh cell count: further read-out of Dynein cargo inh, marked with its call; z-score; measured here: cell count per field
Ins promoter up cell count: also measured in Ins promoter up; calls as there; cell count; measured here: cytotoxicity, nuclei count;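 total cells summed across four imaged fields per well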
bCat nuc transl cell count 5 µM: second read-out of bCat nuc transl, no call of its own (marks repeat the call); cell count; measured here: cell count, cytotoxicity flag
MT stabilizer Hoechst-high %: recorded beside MT stabilizer, whose call it bears; % Hoechst-high responders; measured here: nuclear condensation Hoechst responders;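 share of cells brighter than vehicle mean plus two SD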
MT stabilizer cytotoxicity %: second read-out of MT stabilizer, no call of its own (marks repeat the call); toxicity, %; measured here: cytotoxicity by cell density;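 0% = mean cell density of plate MIN control wells and 100% = no cells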
Autophagy mod cell loss 18 h: recorded beside Autophagy mod, whose call it bears; toxicity, %; measured here: cell loss, nuclei count;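 cell loss after 18 h compound exposure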
Starred values were filed as active, the others as inactive; i = inactive; u = inconclusive; x = not tested or not shown. Unless noted, no stated cut-off is given here; in the data, active means inhibition above about 50%; inactive means the rest.

SMILES	human PMI inhibitors	Dynein cargo inh	Dynein cargo inh cytoplasmic EGFP	Dynein cargo inh nuclear GR-EGFP	Dynein cargo inh cell count	WT yeast gro inh	WT yeast gro inh mutant strain	Ins promoter up	Ins promoter up cell count	Autophagy mod	Autophagy mod cell loss 18 h	MT stabilizer	MT stabilizer Hoechst-high %	MT stabilizer cytotoxicity %	Yfh1-depleted yeast	human PMI inhibition	bCat nuc transl	bCat nuc transl cell count 5 µM
Cc1nnc(SCc2cccc([N+](=O)[O-])c2)s1	-4%	-0.1	-0.21	-0.035	0.085	9	3	-0.21	1538	i	8	2.2	1.2	3.6	i	-8%	-3.1	1107
Cn1c(=O)n(Cc2ccccc2Br)c2ccccc21	4%	-0.7	-0.19	-0.98	0.51	-1	-11	0.51	1474	i	-7	2.3	3.2	2.8	i	-2%	-0.3	1532
CSc1cccc(NC(=O)N2CCCC(CNS(=O)(=O)Cc3ccccc3)C2)c1 (stereo unspecified)	-2%	0.15	-0.32	0.12	0.71	-17	-4	-0.23	1447	i	-12	1.6	1.9	7.4	i	2%	0.2	1048
O=C(CNS(=O)(=O)c1cccs1)NCc1ccccc1	-2%	0.11	-0.2	-0.097	0.11	-4	-18	0.49	1281	i	-2	2.9	2.3	6.4	i	-5%	0.9	1126
CC1=NN(c2ccc(C)cc2C)C(=O)C1C(c1ccccc1O)C1C(=O)N(c2ccc(C)cc2C)N=C1C (stereo unspecified)	15%	-0.2	-0.27	-0.48	0.39	3	-4	-0.19	2312	i	-9	2.8	1.6	6.5	i	11%	0.6	961
Cc1ccc(NCc2nnc(SCC(=O)Nc3nnc(C)s3)n2C)cc1	12%	0.47	-0.19	0.29	0.2	-6	-36	0	1298	i	9	3.2	2.2	11	i	4%	-1.3	958
Cc1ccc(C2=NN(C(=S)Nc3ccccc3)C(c3ccco3)C2)cc1 (stereo unspecified)	21%	0.073	-0.17	0.04	-0.0098	17	25	-0.42	1561	i	5	1.6	1.4	1.8	i	8%	-2.1	1369
CCOc1cc(CNc2ccccc2SC)ccc1O	-10%	-1.3	-0.2	-0.3	-0.13	-10	4	-0.08	1235	i	3	2.8	0.3	8.6	i	20%	-1.3	1129
O=C(O)c1cc(-c2ccccc2)n(-c2ccccc2C(=O)O)n1	-19%	1.3	-0.37	0.82	-0.51	3	-12	0.27	1341	i	68	3.2	2.6	17	i	-12%	2.7	1320
COc1ccc(/C=N/Nc2nnc(Cc3ccc(OC)c(OC)c3)c(=O)[nH]2)cc1	-10%	0.59	-0.27	0.19	0.72	6	-2	x	x	i	4	3.1	2.7	8.3	i	5%	-0.8	860
O=C(CCN1C(=O)C2C3C=CC(C3)C2C1=O)Nc1ccccc1 (stereo unspecified)	-8%	1.1	-0.25	0.16	-0.56	-4	-5	0.33	1415	i	7	4.7	2.2	9.2	i	-2%	0.1	1488
COc1ccc(NC(=S)Nc2ccc(OC)cc2OC)c(OC)c1	33%	-0.44	-0.32	-0.55	0.75	4	-11	-0.06	1320	i	-4	2.3	2.2	2.7	i	15%	0.1	992
CCCCCSc1nnc2c(n1)OC(C)N(C(C)=O)c1ccccc1-2 (stereo unspecified)	0%	-0.14	0.12	0.19	0.037	0	1	2	864	i	9	7.5	3.0	3.1	i	6%	x	x
Cc1cc(NC(=O)C2CC(=O)N(c3ccccc3)C2)no1 (stereo unspecified)	1%	2.5	-0.12	1	-0.76	5	-4	-0.12	1359	i	12	2.4	3.3	10	i	5%	0.4	1115
CCn1c(SCC(=O)NCc2ccccc2)nnc1-c1c[nH]c2ccccc12	9%	-0.32	0.11	0.064	-0.18	8	4	-0.3	921	i	-11	0.9	1.3	8.0	i	11%	-1.2	1149
O=C(Nc1cccc(C(F)(F)F)c1)c1cc(Br)cc2c1OCC2	x	-0.41	-0.11	-0.25	0.37	x	x	-0.45	1461	x	x	x	x	x	i	x	-0.7	1206
CC1CCCC(NC(=O)COC(=O)CCc2ccccc2)C1C (stereo unspecified)	3%	0.38	-0.32	0.14	-0.53	5	13	-0.18	1331	i	-10	1.1	2.3	7.1	i	0%	-3.4	1070
Cc1cc(NC(=O)c2cccs2)ncc1NC(=O)c1cccc(F)c1	18%	0.43	-0.31	0.37	0.017	-6	5	-0.67	1421	i	-15	2.9	2.2	6.8	i	4%	0.1	1381
CS(=O)(=O)Nc1cccc(C2=NN(S(=O)(=O)c3ccccc3)C(c3cccs3)C2)c1 (stereo unspecified)	5%	0.38	-0.1	0.73	-0.12	17	4	-1.1	1452	i	4	3.0	1.3	4.6	i	9%	1.7	1223
CC1=NN(c2ccc(C)c(C)c2)C(=O)/C1=C\C=C\c1ccc([N+](=O)[O-])o1	-27%	-1.8	1.7	-0.82	-1.4	80	90	-0.86	1302	i	17	1.4	1.6	8.2	i	-21%	-4.0	1142
CCN1C(=O)/C(=C\c2ccco2)C(C(=O)OC)=C1C	0%	0.17	-0.18	0.039	-0.6	7	6	-0.26	1504	i	-1	1.6	1.9	7.0	i	3%	4.0	1373
COc1cccc(Oc2coc3cc(OC(=O)N4CCOCC4)ccc3c2=O)c1	8%	0.22	-0.23	0.26	-0.074	-15	-11	-0.04	1482	i	11	4.3	1.9	6.5	i	5%	0.7	1410
CCC(C)NC(=O)COc1ccc(Br)c(C)c1 (stereo unspecified)	-3%	1.2	0.28	1.1	-1.4	3	3	x	x	i	35	1.3	1.6	11	i	-3%	-7.4	1177
Cc1cc(C)c(NC(=O)c2ccc(S(=O)(=O)N(C)C)cc2)c(C)n1	2%	-0.4	-0.057	-0.22	0.51	-15	-13	-0.68	1279	i	-2	3.1	1.7	7.8	i	5%	-0.6	1026

Brought forward from above: three entries, followed by the next part.
SMILES	human PMI inhibitors	Dynein cargo inh	Dynein cargo inh cytoplasmic EGFP	Dynein cargo inh nuclear GR-EGFP	Dynein cargo inh cell count	WT yeast gro inh	WT yeast gro inh mutant strain	Ins promoter up	Ins promoter up cell count	Autophagy mod	Autophagy mod cell loss 18 h	MT stabilizer	MT stabilizer Hoechst-high %	MT stabilizer cytotoxicity %	Yfh1-depleted yeast	human PMI inhibition	bCat nuc transl	bCat nuc transl cell count 5 µM
COc1cccc(Oc2coc3cc(OC(=O)N4CCOCC4)ccc3c2=O)c1	8%	0.22	-0.23	0.26	-0.074	-15	-11	-0.04	1482	i	11	4.3	1.9	6.5	i	5%	0.7	1410
CCC(C)NC(=O)COc1ccc(Br)c(C)c1 (stereo unspecified)	-3%	1.2	0.28	1.1	-1.4	3	3	x	x	i	35	1.3	1.6	11	i	-3%	-7.4	1177
Cc1cc(C)c(NC(=O)c2ccc(S(=O)(=O)N(C)C)cc2)c(C)n1	2%	-0.4	-0.057	-0.22	0.51	-15	-13	-0.68	1279	i	-2	3.1	1.7	7.8	i	5%	-0.6	1026
COc1ccccc1NC(=O)c1ccccc1S(=O)(=O)c1ccccc1[N+](=O)[O-]	12%	-0.023	-0.29	0.66	-0.21	14	6	-1.1	1626	i	-2	2.5	2.1	7.4	i	4%	0.0	934
Cc1ccc(S(=O)(=O)/N=C(\CN2CCOCC2)N2CCOCC2)cc1	-1%	-1.2	-0.2	0.2	-0.45	-6	11	0.32	1348	i	16	2.7	1.4	4.5	i	50%	-5.3	902
CC(C)(CNc1ccc([N+](=O)[O-])cc1Cl)CNS(C)(=O)=O	-5%	-0.52	-0.065	-0.15	0.62	-18	-4	0.17	848	i	-4	2.4	2.4	4.3	i	1%	x	x
CCN(CC)C(=O)c1sc(NC(=O)C(Sc2ccccc2)c2ccccc2)c(C(=O)OC(C)C)c1C (stereo unspecified)	5%	-0.56	-0.22	-0.5	0.61	-4	-2	-2	696	i	-30	2.3	3.5	3.3	i	8%	0.7	1077
COc1ccc(-c2noc(CCC(=O)NCC3CCN(Cc4cccc(C)c4)CC3)n2)cc1	0%	-0.11	-0.26	0.55	0.66	3	5	-1.6	731	i	-1	1.9	1.0	4.8	i	3%	0.8	1168
CCOC(=O)COc1ccc2c3c(c(=O)oc2c1C)CCC3	8%	-0.51	-0.047	-0.24	0.89	4	4	1.1	1175	i	9	2.9	1.7	4.6	i	5%	0.4	944
c1csc(-c2nnsc2-c2nc3ccccc3[nH]2)c1	35%	-0.33	-0.2	0.068	0.8	25	32	0.42	1109	i	22	3.1	1.9	3.2	u	32%	-2.0	774
CCCOc1ccc(CC(=O)NNC(=S)Nc2ccccc2)cc1Br	-1%	0.83	-0.26	0.27	-0.18	44	-12	-1.4	524	i	-5	2.8	2.1	1.9	u	-7%	-0.9	1267
Cc1cc(C)c2c(-n3cccc3)n[nH]c2n1	-1%	-0.9	-0.18	0.11	-0.061	5	-3	0.2	1637	i	0	2.2	1.6	8.2	i	-2%	0.5	1433
C=CCN(CC=C)C(=O)Cn1cnc([N+](=O)[O-])n1	11%	-0.034	-0.25	0.11	0.29	0	9	-0.24	1497	i	-12	4.0	2.3	6.0	i	9%	-0.2	1088
